Compound activity from PubChem.
EPAC1 antag: EPAC1 (human) antagonism; O95398; 360,000 tested, 0.14% active; EPAC1 GEF assay, Rap1b-BODIPY-GDP exchange fluorescence; AID 720709; Potency, µM (doses to about 115 µM), for inactives: at the highest dose activity change, negative = inhibition, hits mostly inhibitors;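 further: plate controls were vehicle for no effect and positive control for full effect; nearly all actives have a fitted effect of over 50% in size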
Target sequence (O95398 whole entry, looked up): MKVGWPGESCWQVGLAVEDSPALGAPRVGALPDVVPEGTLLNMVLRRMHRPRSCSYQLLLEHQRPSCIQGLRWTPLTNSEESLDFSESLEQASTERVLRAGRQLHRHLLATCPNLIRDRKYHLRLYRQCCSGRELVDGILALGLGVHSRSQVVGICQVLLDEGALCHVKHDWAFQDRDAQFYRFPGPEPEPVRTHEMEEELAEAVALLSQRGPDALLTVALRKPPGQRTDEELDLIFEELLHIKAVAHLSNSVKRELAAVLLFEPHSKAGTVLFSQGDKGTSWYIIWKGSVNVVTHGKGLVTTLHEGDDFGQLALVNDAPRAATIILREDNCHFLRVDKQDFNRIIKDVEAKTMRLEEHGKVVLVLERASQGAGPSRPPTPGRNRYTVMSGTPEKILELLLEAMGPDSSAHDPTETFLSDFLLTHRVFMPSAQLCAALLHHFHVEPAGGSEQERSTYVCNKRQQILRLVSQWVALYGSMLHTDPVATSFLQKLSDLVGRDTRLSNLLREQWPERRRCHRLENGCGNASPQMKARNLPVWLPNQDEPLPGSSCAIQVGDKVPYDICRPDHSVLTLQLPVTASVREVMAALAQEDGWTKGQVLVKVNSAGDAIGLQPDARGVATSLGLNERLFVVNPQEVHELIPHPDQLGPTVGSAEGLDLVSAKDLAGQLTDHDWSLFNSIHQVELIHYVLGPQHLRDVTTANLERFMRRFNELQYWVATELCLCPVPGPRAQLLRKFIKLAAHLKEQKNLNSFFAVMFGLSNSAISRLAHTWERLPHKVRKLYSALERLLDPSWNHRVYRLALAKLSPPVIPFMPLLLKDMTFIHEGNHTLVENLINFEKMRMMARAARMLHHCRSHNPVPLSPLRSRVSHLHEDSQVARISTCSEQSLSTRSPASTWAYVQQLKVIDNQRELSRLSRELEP
FUS yeast rescue: suppressors of FUS proteinopathy in yeast. S. cerevisiae FUS-expressing, growth rescue, OD600, 24 h. Potency, µM (series often up to 76.6 µM), for the others: at the highest dose growth rescue (activation), most hits filed as activators. 390,000 tested, 0.24% active. AID 1347120;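 further: plate controls were DMSO vehicle for no effect and reference control for full effect; nearly all actives have a fitted effect of over 55% in size; some results filed as inactive show a strong effect at the top dose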
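Yeast FUS proteinopathy model; galactose-induced FUS (2%), starting OD 0.005. Cpds in dilution series, 24hr, 30C, 99% humidity. Abs 600 nm growth. Pos ctrl CP55940 (top 92uM final); neg ctrl DMSO.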
aSyn rescue: rescues yeast growth from alpha-synuclein toxicity; 370,000 tested, 0.14% active; Potency, µM (doses to about 46.1 µM), without a hit: top-dose growth rescue (activation), most hits filed as activators; Yeast expressing alpha-synuclein, growth rescue, BacTiter-Glo, 24 h; further: % of control where 0% means no effect; nearly all actives have a fitted effect of over 65% in size
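Rescue of yeast growth: cells expressing toxic alpha-synuclein, induced in galactose at OD600 0.02, incubated with compound 24 h at 30 C. ATP luminescence quantified growth; inhibitors of toxicity appear as activators.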
EPAC2 antagonist: blocks human EPAC2 exchange factor. Q8WZA2. EPAC2 GEF exchange of Rap1B-BODIPY-GDP, fluorescence. Potency, µM (titrated, usually from 114 µM), inactives show at the highest dose activity, negative = inhibition, hits mostly inhibitors. 360,000 tested, 0.18% active. AID 720708; further: on the % scale 0 is the no-effect control and ±100 the full control effect; nearly all actives have a fitted effect of over 45% in size; many of its hits are not listed in these tables
EPAC2 ag: EPAC2 (human) agonism. Q8WZA2. AID 720711. 360,000 tested, 0.079% active. Potency, µM (titrated, usually from 154 µM), for the others: at the top dose activation, most hits filed as activators. EPAC2 activation, biochemical qHTS; response scale: 100% = 6.5 mM cAMP response; further: nearly all actives have a fitted effect of over 50% in size
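In this primary screen, activation is scored as increased exchange of BODIPY-GDP from Rap1B by 100 nM EPAC2, with 50 uM GDP as competitor. Signal is normalized to the 6.5 mM cAMP agonist control.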
EPAC1 ag: activates human EPAC1 exchange factor; 360,000 tested, 0.073% active; EPAC1 agonist qHTS, biochemical assay; response scale: 100% = response to 6.5 mM cAMP; Potency, µM (top dose mostly 154 µM), for inactives: top-dose activation, hits mostly activators; AID 720707; further: nearly all actives have a fitted effect of over 60% in size
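Compounds were pinned as a concentration titration into mixtures of EPAC1 (100 nM), BODIPY-GDP-loaded Rap1B (250 nM) and GDP (50 uM). After 5 min at room temperature, fluorescence was followed for 30 min; activity was scaled to 6.5 mM cAMP.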
PTHR1 agonist: PTHR1 (human) receptor agonism; Q03431; HEK293 GP2 PTHR1 cells, GloSensor cAMP luminescence, 1 h; Potency, µM (doses to about 115 µM), inactives show top-dose activation, actives largely listed as activators; 410,000 tested, 0.075% active; further: nearly all actives have a fitted effect of over 55% in size; some results filed as inactive show a strong effect at the top dose; inactives centre near -15; many of its hits are not listed in these tables
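HEK-293-derived GP2 cells expressing PTHR1 and a GloSensor cAMP reporter, 3,000/well, plated overnight, given luciferin plus IBMX (each 0.5 mM as added) for 1 h at 37 °C, then compound for 1 h at 37 °C. Luminescence was read after 15 min at room temperature.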
TDP-43 yeast inh: inhibitors of TDP-43 toxicity in yeast; Potency, µM (titrated, usually from 46.1 µM), without a hit: at the highest dose growth rescue (activation), usual class: activators; 410,000 tested, 1.8% active; TDP-43 expressing yeast growth rescue, BacTiter-Glo, 24 h; further: % of control where 0% means no effect; nearly all actives have a fitted effect of over 50% in size
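Yeast expressing TDP-43 (pregrown in raffinose, seeded at OD600=0.02 in galactose medium) exposed to compounds 24 hr at 30 deg C. Growth read by BacTiter-Glo luminescence; rescue of toxicity appears as increased signal.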
The depositor's hits bear a star; i = inactive; ? = inconclusive; . = not tested or not shown; & = joins results of further samples; [ ] = dose if it differs, or a comment. The call rests on the fitted dose curve; in most records, active means well fitted curve in the direction sought with a large enough effect; inconclusive means small, poorly fitted or top-dose-only effect, or another doubt; inactive means no such curve, though single readings can be large; an effect the other way counts as inactive or inconclusive. Potency means the concentration at half of the fitted maximal effect. Some of the compounds tested (hit frequency here may not be typical).

Second line of a record – EPAC1 antag	FUS yeast rescue	aSyn rescue	EPAC2 antagonist	EPAC2 ag	EPAC1 ag	PTHR1 agonist	TDP-43 yeast inh
CCc1ccc(NC(=O)C(C)Nc2ccc(S(=O)(=O)NC(C)=O)cc2)cc1 (stereo not drawn)
→ -12%	13%	?	5%	-5%	-4%	-12%	-7%
CCOC(=O)NCCc1ccc(OC)cc1
→ 4%	-25%	3%	3%	11%	5%	i	0%
Cc1nc(-c2ccncc2)nc(NCCNc2ccc(C(F)(F)F)cn2)c1Cl
→ -2%	10%	1%	1%	2%	8%	5%	-5%
Cc1cc(C)c(C)c(S(=O)(=O)N2CCC(C(=O)NCCCN3CCCC3=O)CC2)c1C
→ -28%	4%	1%	-16%	6%	5%	?	5%
C[C@@H](CO)NC(=O)[C@H]1O[C@@H](n2cnc3c(N)ncnc32)[C@H](O)[C@@H]1O
→ -16%	-9%	-2%	-4%	1%	-4%	?	7%
O=C(NCCN1CCN(C(=O)Nc2ccccc2)CC1)Nc1ccccc1
→ 4%	-8%	2%	-12%	2%	4%	-21%	-2%
Cc1ccc(CS(=O)Cc2ccc(C(=O)NC3CCCCCC3)o2)cc1 (stereo not drawn)
→ 17%	19%	1%	4%	-1%	-1%	-29%	15%
O=C(CSc1nnc(-c2ccc(Cl)cc2)n1-c1ccccc1)N/N=C/c1ccccc1C(=O)O
→ ?	-6%	2%	20%	19%	13%	i	9%
COC(=O)c1ccccc1NC(=O)Cn1c(CCC(=O)O)ccc1-c1cccs1
→ -8%	?	7%	5%	-2%	0%	i	19%&-21%
CCOc1cc(N2CCOCC2)c(OCC)cc1NC(=O)c1cccc(S(=O)(=O)N2CC(C)OC(C)C2)c1 (stereo not drawn)
→ 3%	16%	2%	5%	7%	-11%	-16%	-5%

Continued:
Second line of a record – EPAC1 antag	FUS yeast rescue	aSyn rescue	EPAC2 antagonist	EPAC2 ag	EPAC1 ag	PTHR1 agonist	TDP-43 yeast inh
CC(=O)N(C)Cc1ccc(C(=O)CCl)cc1
→ 9%	3%	-10%	12%	-1%	1%	-13%	?
CCOC(=O)CSc1nc2cc3c(cc2cc1C)OCO3
→ -15%	-5%	-1%&-2%	-18%	16%	3%	-8%	-9%
COc1ccc(Cl)c(Cn2c(NCC(C)O)nc3c2c(=O)n(C)c(=O)n3C)c1 (stereo not drawn)
→ 18%	11%	2%	1%	10%	10%	i	11%
CC(CNC(=O)c1cc(COc2c(F)cccc2F)on1)Oc1cccnc1 (stereo not drawn)
→ 5%	-7%	8%	-5%	0%	-4%	-54%[inhibitor]	25%
COC(=O)C(Cc1ccc(O)cc1)NC(=O)CCOc1ccc(OC)cc1 (stereo not drawn)
→ -16%	5%	0%	4%	9%	19%	-3%	15%
CC1C/C(=N/NC(=O)c2ccc(CSc3nc4ccccc4[nH]3)cc2)CC(C)(C)C1 (stereo not drawn)
→ -9%	.	-2%	-2%	6%	-1%	i	22%
CC1C[C@@]2(NC(=O)NC2=O)C(C)CN1C (stereo partly drawn)
→ -6%	-13%	1%	-2%	5%	4%	i	0%
COc1c2c(cc(O)c1C(C)=O)OC(C)(C)C=C2
→ -13%	14%	0%	-28%	3%	-5%	-4%	-21%
CC1(c2nnnn2C2CCCCC2)CCC(=O)N1Cc1ccc2c(c1)OCO2 (stereo not drawn)
→ 4%	-2%	-1%	4%	-2%	-2%	0%	20%
Cc1cc(NCCO)c2ccccc2n1
→ -8%	-2%	2%	10%	-2%	-7%	i	8%

The results go on.
Second line of a record – EPAC1 antag	FUS yeast rescue	aSyn rescue	EPAC2 antagonist	EPAC2 ag	EPAC1 ag	PTHR1 agonist	TDP-43 yeast inh
CC(=O)NCCn1c(SCC(=O)NC2CCCCC2)nc2ccccc2c1=O
→ -14%	11%	1%	-4%	16%	-5%	?	-9%[9.22 µM]
CN=C1NC(C)(C)C2CCC(C)(CC2)S1
→ -5%	-10%	0%	6%	8%	12%	-20%	2%
NC(=O)c1ccccc1NC(=O)Nc1cccc2ccccc12
→ 7%	1%	-6%	-11%	-4%	2%	-2%	1%
N#CC(c1ccc(O)cc1)c1ncc(C(F)(F)F)cc1Cl (stereo not drawn)
→ 1%	0%	0%	-4%	8%	-6%	-13%	-6%
CN(CCc1cn[nH]c1)Cc1nc(Cc2ccccc2F)no1
→ -2%	-20%	-1%	2%	1%	11%	-22%	11%
CCNC(=O)CSc1nc2ccccc2c(=O)n1-c1cccc(OC)c1
→ -5%	11%	0%	-1%	4%	-8%	-5%	23%
O=C(Nc1c[nH]c(=O)[nH]c1=O)c1ccc([N+](=O)[O-])cc1
→ -5%	-31%	-2%	-11%	-1%	11%	-25%	9%
CSc1nc(Sc2ccccc2)c2ccccc2n1
→ -12%	26%	0%	1%	10%	22%	i	-15%
C[C@@H](c1ccccc1)N1C[C@@H](COCc2ccccc2)Oc2cc(N3CC[C@@H](N(C)C)C3)ccc2S1(=O)=O
→ -6%	43%	-8%	-2%	17%	-2%	-4%	6%
CS(=O)(=O)N1CCC(c2noc(-c3ccc(C(F)(F)F)cc3)n2)CC1
→ 8%	-17%	-1%	5%[57.1 µM]	-5%	-8%	-22%[57.5 µM]	17%

Ordered by value in EPAC1 antag (highest first): 3 of the compounds above
structure	EPAC1 antag	FUS yeast rescue	EPAC2 antagonist	EPAC1 ag	PTHR1 agonist
COc1ccc(Cl)c(Cn2c(NCC(C)O)nc3c2c(=O)n(C)c(=O)n3C)c1 (stereo not drawn)	18%	11%	1%	10%	i
CC(CNC(=O)c1cc(COc2c(F)cccc2F)on1)Oc1cccnc1 (stereo not drawn)	5%	-7%	-5%	-4%	-54%[inhibitor]
O=C(Nc1c[nH]c(=O)[nH]c1=O)c1ccc([N+](=O)[O-])cc1	-5%	-31%	-11%	11%	-25%

(listing goes on)
Second line of a record – EPAC1 antag	FUS yeast rescue	aSyn rescue	EPAC2 antagonist	EPAC2 ag	EPAC1 ag	PTHR1 agonist	TDP-43 yeast inh
CCC(C)C(NC(=O)/C(=C\c1ccccc1)NC(=O)c1ccc(OC)cc1)C(=O)O (stereo not drawn)
→ 7%	12%	-7%	6%	12%	11%	-20%	-20%
CCOC(=O)[C@]12CCCC=C1N(Cc1ccc(Cl)cc1Cl)C(=O)[C@H](CC(=O)NCc1cccs1)C2
→ -22%	?	19%	-12%	11%	-6%	-9%	18%
COc1cccc(-c2csc(N3CCN(C(=S)Nc4cccc(C)c4)CC3)n2)c1
→ 9%	31%	5%	2%	11%	24%	-34%[inhibitor]	25%
N/C(=N\OC(=O)COc1ccc(Cl)cc1)c1ccc(Cl)cc1
→ 10%	-18%	-1%	0%	-2%	-1%	i	-15%[0.397 µM]
CCCCNC(=O)OCCSCCS(=O)(=O)c1ccc(Cl)cc1
→ 11%	3%	8%	11%	3%	-2%	i	-23%
COc1ccc(C2/C(=C(\O)c3ccc4c(c3)OCCO4)C(=O)C(=O)N2CCCN(C)C)cc1 (stereo not drawn)
→ 6%	23%	-5%	6%	-2%	2%	i	-9%
CC(C)CCNC(=O)COC(=O)c1ccc(Br)o1
→ 2%	9%	-4%	14%	-1%	-2%	i	11%
Cc1ccnc(NS(=O)(=O)c2ccc(NC(=O)CCS(=O)(=O)c3ccccc3)cc2)n1
→ -15%	3%	3%	1%[57.1 µM]	4%	-7%	-11%	5%
COc1ccc(CCNC(=O)C2CCN(C(=O)c3ccc(OC)c(OC)c3)CC2)cc1
→ 9%	23%	-3%	9%	16%	4%	i	-18%
CCO[C@H]1OC(C(=O)NC2CC2)=C[C@@H](c2ccccc2)[C@@H]1CCCO
→ 3%	-27%	-3%	5%	10%	-7%	i	8%

(further entries)
Second line of a record – EPAC1 antag	FUS yeast rescue	aSyn rescue	EPAC2 antagonist	EPAC2 ag	EPAC1 ag	PTHR1 agonist	TDP-43 yeast inh
COc1ccc(C2(CNC(C)=O)CCCC2)cc1OC
→ 11%	-7%	-11%	-1%	-8%	-19%	i	11%
CCN(CC)S(=O)(=O)c1cccc(C(=O)NC(C(=O)NNC(=O)c2ccccc2F)C(C)C)c1 (stereo not drawn)
→ -8%	.	-5%	-16%	5%	5%	-7%	5%
COC(=O)c1c(NC(=O)C(C)(C)C)sc2c1CCN(Cc1ccccc1)C2
→ -18%	-17%	4%	-12%	11%	0%	i	0%
O=C(CSc1nc(N2CCOCC2)nc(N2CCOCC2)n1)Nc1ccc(Cl)cc1Cl
→ 5%	.	-3%	-2%	-4%	4%	-20%	15%
COc1ccc(OCC(=O)NC(=S)NNC(=O)COc2ccc(Br)cc2Cl)cc1
→ -14%	31%	?	-12%	17%	11%	-61%[inhibitor]	?
Cc1occc1C(=O)N1CCN(c2ccc(Cl)c(Cl)c2)CC1
→ -2%	24%	12%	-6%	15%	21%	-31%	?
O=C(/C=C/c1cccc(C(F)(F)F)c1)N1CCN(c2ccccn2)CC1
→ ?	8%	-14%	-9%	-5%	-11%	17%	-5%
Cc1ccc(S(=O)(=O)N2CCN(C(=O)Cn3c(=O)oc4ccccc43)CC2)c(C)c1
→ 0%	-23%	8%	4%	11%	17%	-43%[inhibitor]	22%
O=C(COC(=O)c1n[nH]c2ccccc12)Nc1ccc([N+](=O)[O-])cc1
→ 2%	.	-2%	20%	0%	-3%	i	-7%
O=C(c1ccccc1F)N1CCN(S(=O)(=O)c2ccc3c(c2)OCCO3)CC1
→ -2%	3%	-1%	5%	4%	-9%	-19%	?

The listing continues.
Second line of a record – EPAC1 antag	FUS yeast rescue	aSyn rescue	EPAC2 antagonist	EPAC2 ag	EPAC1 ag	PTHR1 agonist	TDP-43 yeast inh
O=C(COc1ccccc1)NC(=S)Nc1ccc2c3c(cccc13)CC2
→ -7%	-26%	-6%	-2%	4%	4%	-10%	7%
Cc1c(Cl)cccc1NC(=O)COc1ccc(S(=O)(=O)N2CCOCC2)cc1
→ -7%	21%	0%	-1%	11%	3%	i	-13%
O=C(Nc1ccccc1)O/N=C/c1ccccc1Cl
→ 5%	-12%	-7%	-3%	0%	7%	i	-11%
O=[N+]([O-])c1ccc(N/N=C/c2ccccc2)cc1
→ 5%	0%	-11%	-3%	5%	15%	-5%	14%
C/C(=N/NC(=O)Cc1cccn1C)c1ccccc1
→ -18%	23%	-8%	-2%	12%	6%	-2%	-22%
O=[N+]([O-])c1cccc(COc2ccccc2CN2CCCC2)c1
→ ?	2%	3%	8%	5%	14%	-13%	8%
CN(C)CCNC(=S)Nc1ccc(F)c(F)c1F
→ -9%	-12%	-4%	-12%	23%	4%	-16%	1%
Cc1cccc(C(C)C)c1NC(=O)c1ccc(OCC2CCCO2)cc1 (stereo not drawn)
→ 5%	.	-1%	0%	7%	8%	-33%[inhibitor]	17%
